# FUS yeast rescue = qHTS for Suppressors of FUS Proteinopathy: Primary screen using FUS-linked yeast assay; S. cerevisiae FUS-expressing, growth rescue, OD600, 24 h; Potency, µM (titrated, usually from 76.6 µM), for inactives: at the highest dose growth rescue (activation), usual class: activators; 390,000 tested, 0.24% active; AID 1347120, 2019;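 also: potency is read from the fitted curve at half-maximal effect; plate controls were DMSO vehicle for no effect and reference control for full effect; nearly all actives have a fitted effect of over 55% in size; some results filed as inactive show a strong effect at the top dose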
#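 Restored growth of FUS-toxic S. cerevisiae, read as 600 nm absorbance after 24 h at 30C in galactose medium (starting OD 0.005). Controls CP55940 and DMSO.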
# GLP-1R inv ag = qHTS of GLP-1 Receptor Inverse Agonists (Inhibition Mode); HEK293 GLP-1R CRE-luciferase, luminescence, 24 h; GLP-1R form is constitutively active; Glucagon-like peptide 1 receptor (Homo sapiens), P43220; Potency, µM (series often up to 38.3 µM), for inactives: at the top dose activity change, negative = inhibition, most hits filed as inhibitors; 410,000 tested, 1.6% active; also: potency is read from the fitted curve at half-maximal effect; % is scaled to controls: 0 for no effect and ±100 for the full control effect; nearly all actives have a fitted effect of over 55% in size
# Target sequence (P43220 whole entry, looked up): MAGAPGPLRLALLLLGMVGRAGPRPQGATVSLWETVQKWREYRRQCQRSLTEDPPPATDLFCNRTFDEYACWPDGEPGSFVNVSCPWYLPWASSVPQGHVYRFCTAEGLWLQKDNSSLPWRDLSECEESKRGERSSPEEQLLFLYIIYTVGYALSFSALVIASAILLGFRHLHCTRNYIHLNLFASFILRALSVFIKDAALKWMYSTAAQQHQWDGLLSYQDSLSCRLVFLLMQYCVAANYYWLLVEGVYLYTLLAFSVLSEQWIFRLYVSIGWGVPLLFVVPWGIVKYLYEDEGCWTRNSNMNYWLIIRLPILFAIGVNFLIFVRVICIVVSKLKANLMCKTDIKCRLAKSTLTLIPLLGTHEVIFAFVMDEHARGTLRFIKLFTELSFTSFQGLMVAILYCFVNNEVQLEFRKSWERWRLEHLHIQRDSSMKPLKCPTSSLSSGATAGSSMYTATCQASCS
#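 HEK293 cells stably co-expressing a cAMP-responsive luciferase reporter and constitutively active GLP-1R were seeded, incubated 12 h, then exposed to compounds for 24 h at 37 C. Luminescence was read 12 min after detection reagent; inverse agonists lower signal.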
# Abeta yeast res = qHTS for compounds that reverse cellular toxicity of Amyloid beta (A-beta) peptide in yeast: Primary Screen | 410,000 tested, 0.063% active | yeast expressing A-beta42, growth rescue, OD600, 48 h; response scale: 0% DMSO, 100% iron-clioquinol control | Potency, µM (series often up to 46.1 µM), for inactives: top-dose growth rescue, hits mostly activators; also: potency is read from the fitted curve at half-maximal effect; nearly all actives have a fitted effect of over 55% in size
#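 Yeast growth medium received pinned compounds, then yeast cells expressing toxic A-beta were added; plates incubated at 30 C for 48 hr. Growth read as absorbance at 600 nm, normalized to DMSO and equimolar FeCl3 plus clioquinol controls.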
# PTHR1 ag = qHTS for PTHR1 Agonists: Primary Screen; Potency, µM (top dose mostly 115 µM), for inactives: at the highest dose activation, most hits filed as activators; AID 743266, 2014; HEK293 GP2 PTHR1 cells, GloSensor cAMP luminescence, 1 h; 410,000 tested, 0.075% active; also: potency is read from the fitted curve at half-maximal effect; nearly all actives have a fitted effect of over 55% in size; some results filed as inactive show a strong effect at the top dose; inactives centre near -15; many of its hits are not listed in these tables
# Target sequence (Q03431 whole entry, looked up): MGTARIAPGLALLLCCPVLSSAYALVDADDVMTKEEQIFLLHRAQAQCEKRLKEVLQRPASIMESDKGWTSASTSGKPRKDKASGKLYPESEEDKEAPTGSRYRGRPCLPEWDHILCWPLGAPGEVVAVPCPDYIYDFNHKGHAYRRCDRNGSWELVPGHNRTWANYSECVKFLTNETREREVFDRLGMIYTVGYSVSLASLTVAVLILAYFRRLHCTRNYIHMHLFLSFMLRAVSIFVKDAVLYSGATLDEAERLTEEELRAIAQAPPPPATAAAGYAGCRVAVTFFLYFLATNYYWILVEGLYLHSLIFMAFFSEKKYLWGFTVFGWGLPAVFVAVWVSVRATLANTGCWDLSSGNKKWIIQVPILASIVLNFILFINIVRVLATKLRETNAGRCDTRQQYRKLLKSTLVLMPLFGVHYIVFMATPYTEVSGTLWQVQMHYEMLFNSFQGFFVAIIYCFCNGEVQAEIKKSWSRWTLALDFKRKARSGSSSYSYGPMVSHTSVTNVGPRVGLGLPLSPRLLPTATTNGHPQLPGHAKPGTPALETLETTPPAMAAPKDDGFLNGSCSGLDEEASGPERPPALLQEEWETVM
#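 HEK-293-derived GP2 cells expressing PTHR1 and a GloSensor cAMP reporter, 3,000/well, plated overnight, given luciferin plus IBMX (each 0.5 mM as added) for 1 h at 37 °C, then compound for 1 h at 37 °C. Luminescence was read after 15 min at room temperature.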
# aSyn yeast inh = qHTS of alpha-syn Inhibitors; Yeast expressing alpha-synuclein, growth rescue, BacTiter-Glo, 24 h; Potency, µM (series often up to 46.1 µM), without a hit: top-dose growth rescue (activation), usual class: activators; 370,000 tested, 0.14% active; AID 652106, 2013; also: potency is read from the fitted curve at half-maximal effect; % of control where 0% means no effect; nearly all actives have a fitted effect of over 65% in size
#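 Readout is rescue of growth in alpha-synuclein-expressing yeast, so inhibitors of toxicity appear as activators. Growth after 24 hr at 30 deg C in galactose medium is quantified by luminescence.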
# Akt phos inh = HTS Assay for Inhibitors of Akt Phophorylation: Primary Screen; Neuro2A IGF-stimulated pAkt S473 HTRF, 20 min; active compounds read low; activity change, % for hits at 50 µM; 360,000 tested, 0.32% active; AID 651550, 2012; in the data active = activity change below about -80%; inconclusive = mostly about -51% to -80%; also: % is scaled to controls: 0 for no effect and ±100 for the full control effect
#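 Neuro2A cells (4,500/well, DMEM with 0.5% FBS) were treated with compound at a single 50 µM final concentration, stimulated with 6 nM IGF for 20 min at 37 °C, and lysed. Phospho-Akt Ser473 was read by HTRF as 665/615 ratio ×10^4.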
# GLP1R cytotox = qHTS of GLP-1 Receptor Inverse Agonists: Cytotox Screen; HEK293 cAMP-luciferase reporter cells, luminescence, 24 h; Potency, µM (series often up to 38.3 µM), for the others: at the top dose activity change, negative = inhibition, most hits filed as inhibitors; 410,000 tested, 0.13% active; AID 624418, 2012;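 also: loss of luciferase light is scored as toxicity; potency is read from the fitted curve at half-maximal effect; % is scaled to controls: 0 for no effect and ±100 for the full control effect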
#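 Step one: seed cells (200 cells/uL, DMEM with 10% Nu serum, 1% pen-strep). Step two: 12-hour incubation at 37 deg C. Step three: pin 23 nL compound, incubate 24 hr. Step four: add luciferase reagent, read luminescence 12 min later.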
# Mm-Cpn inhibitor = Inhibitors of TCP-1 ring complex (TRiC) of Methanococcus maripaludis (MmCpn): qHTS | Chaperonin Mm-Cpn (Methanococcus maripaludis) | purified Mm-Cpn ATPase, ADP Transcreener TR-FRET | Potency, µM (doses to about 76.9 µM), for the others: at the highest dose activity, negative = inhibition, actives largely listed as inhibitors | 330,000 tested, 0.031% active; also: potency is read from the fitted curve at half-maximal effect; % is scaled to controls: 0 for no effect and ±100 for the full control effect; nearly all actives have a fitted effect of over 80% in size
#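 ATPase read-out: TR-FRET ADP immunoassay (anti-ADP Eu cryptate vs ADP-d2), ex 320 nm, em 590/665 nm; signal drops as ADP forms. Enzyme 25 nM, ATP 10 uM, 30 min at 37°C after 10 min compound preincubation.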
# TDP43 rescue = qHTS of TDP-43 Inhibitors | 410,000 tested, 1.8% active | TDP-43 expressing yeast growth rescue, BacTiter-Glo, 24 h | Potency, µM (doses to about 46.1 µM), for the others: at the highest dose growth rescue (activation), actives largely listed as activators; also: potency is read from the fitted curve at half-maximal effect; % of control where 0% means no effect; nearly all actives have a fitted effect of over 50% in size
#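 Luminescence from BacTiter-Glo reports growth of TDP-43-expressing yeast after 24 hr at 30 deg C with compound. Cells were raffinose-pregrown to mid-log, then seeded in galactose medium at OD600=0.02.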
# An asterisk follows results filed as active; i = inactive; ? = inconclusive; / = not tested or not shown; [ ] = another dose, or the depositor's remark. Unless noted, calls follow the shape of the dose curve; as a rule, active = well fitted curve in the direction sought with a large enough effect; inconclusive = small, poorly fitted or top-dose-only effect, or another doubt; inactive = no such curve, though single readings can be large; an effect the other way counts as inactive or inconclusive. The list is partial, so the mix of outcomes need not match the whole.
SMILES,FUS yeast rescue,GLP-1R inv ag,Abeta yeast res,PTHR1 ag,aSyn yeast inh,Akt phos inh,GLP1R cytotox,Mm-Cpn inhibitor,TDP43 rescue
O=S1(=O)c2ccccc2Nc2ccccc21,16%,12%,-15%,i,9%,i,-2%,2%,4%
Cc1ccc(S(=O)(=O)NCC2CCC(C(=O)NCc3ccc4c(c3)OCO4)CC2)cc1 (configuration not stated),24%,0%,-1%,-5%[57.5 µM],23%,i,?,1%,-11%
O=c1c2ccccc2nc2oc3ccccc3n12,-5%,48%,-19%,-50%[inhibitor],-5%,i,-1%,3%,22%
COc1ccc(C2C=C(c3ccc(Br)cc3)Nc3nc(N4C(=O)CCC4=O)nn32)cc1 (configuration not stated),40%,12%,1%,-12%,0%,i,323%[activator],-10%,-22%
COc1ccccc1CC(=O)NC1CCCc2ccccc21 (configuration not stated),6%,?,3%,i,-1%,i,6%,1%,7%
Cc1cc(C)cc(NC(=O)C2CCCN2S(=O)(=O)c2cccc3nsnc23)c1 (configuration not stated),22%,4%,7%,i,/,/,-1%,/,7%
O=c1c2nncn2c2cccnc2n1CCNc1ncc(C(F)(F)F)cc1Cl,19%,45%[activator],1%,-3%,3%,i,6%,-4%,11%
Cc1ccc(OP(=O)(Nc2c(C)n(C)n(-c3ccccc3)c2=O)Oc2ccc(C)cc2)cc1,9%,?,11%,-6%,5%,i,-12%,-2%,10%
CCC(CC)C1C(C#N)=C(N)Oc2n[nH]c(C)c21 (configuration not stated),3%,0%,-4%,-5%,-11%,i,-26%,-2%,-27%
Cc1ccc(-c2nc3ccccc3[nH]c2=O)cc1,1%,0%,-6%,i,4%,i,1%,1%,10%
CN(C(=O)c1cccnc1)c1nnc(-c2cccnc2)s1,5%,10%,10%,i,-5%,i,1%,3%,7%
O=C(NCc1ccco1)C1(c2ccccc2)CCCC1,-2%,-32%,22%,15%[57.5 µM],12%,i,6%,0%,8%
CCOc1ccccc1N1CN(Cc2ccccc2)CNC1=S,8%,?,?,3%,4%,i,-78%,0%,1%
COc1ccc(C(OC(=O)c2ccco2)C(=O)NC2CCCC2)cc1 (configuration not stated),8%,10%,6%,i,5%,i,7%,1%,21%
Cc1ccc(S(=O)(=O)N2CCOCC(=O)NCCOCCNC(=O)COCC2)cc1,15%,6%,1%,-7%[57.5 µM],-5%,i,-1%,-2%,4%

# An excerpt of these results, with values under each structure:
# Value order: FUS yeast rescue | GLP-1R inv ag | Abeta yeast res | PTHR1 ag | aSyn yeast inh | Akt phos inh | GLP1R cytotox | Mm-Cpn inhibitor | TDP43 rescue
O=S1(=O)c2ccccc2Nc2ccccc21
→ 16% | 12% | -15% | i | 9% | i | -2% | 2% | 4%
Cc1ccc(S(=O)(=O)NCC2CCC(C(=O)NCc3ccc4c(c3)OCO4)CC2)cc1 (configuration not stated)
→ 24% | 0% | -1% | -5%[57.5 µM] | 23% | i | ? | 1% | -11%
O=c1c2ccccc2nc2oc3ccccc3n12
→ -5% | 48% | -19% | -50%[inhibitor] | -5% | i | -1% | 3% | 22%
COc1ccc(C2C=C(c3ccc(Br)cc3)Nc3nc(N4C(=O)CCC4=O)nn32)cc1 (configuration not stated)
→ 40% | 12% | 1% | -12% | 0% | i | 323%[activator] | -10% | -22%
COc1ccccc1CC(=O)NC1CCCc2ccccc21 (configuration not stated)
→ 6% | ? | 3% | i | -1% | i | 6% | 1% | 7%
Cc1cc(C)cc(NC(=O)C2CCCN2S(=O)(=O)c2cccc3nsnc23)c1 (configuration not stated)
→ 22% | 4% | 7% | i | / | / | -1% | / | 7%
O=c1c2nncn2c2cccnc2n1CCNc1ncc(C(F)(F)F)cc1Cl
→ 19% | 45%[activator] | 1% | -3% | 3% | i | 6% | -4% | 11%
Cc1ccc(OP(=O)(Nc2c(C)n(C)n(-c3ccccc3)c2=O)Oc2ccc(C)cc2)cc1
→ 9% | ? | 11% | -6% | 5% | i | -12% | -2% | 10%
CCC(CC)C1C(C#N)=C(N)Oc2n[nH]c(C)c21 (configuration not stated)
→ 3% | 0% | -4% | -5% | -11% | i | -26% | -2% | -27%

# Continued:
SMILES,FUS yeast rescue,GLP-1R inv ag,Abeta yeast res,PTHR1 ag,aSyn yeast inh,Akt phos inh,GLP1R cytotox,Mm-Cpn inhibitor,TDP43 rescue
COc1ccc(C2OC34CCCCC3C(C#N)(C#N)C2(C#N)C(=N)O4)cc1 (configuration not stated),8%,-5%,0%,-10%[57.5 µM],0%,i,167%[activator],?,7%
C=CCC1NS(=O)(=O)O[C@H](CCCC)[C@@H]1O (some centres not stated),-15%,-5%,2%,i,2%,i,9%,1%,20%
COC(=O)c1ccccc1NC(=O)c1ccc2c(c1)CCN2S(=O)(=O)c1ccc(C)cc1,-24%,10%,-3%,-17%,/,/,5%,/,12%
COc1ccccc1NC(=O)COC(=O)c1cc2ccccc2cc1O,2%,1%,0%,-19%,-8%,i,1%,-1%,5%
COC(=O)C1=CN(c2ccc(C(C)(C)C)cc2)C(N)=C(C#N)C1c1ccc(OC)cc1 (configuration not stated),10%,3%,14%,-12%,1%,i,-1%,/,25%
CCOc1cccc2cc(-c3csc(NC(=O)CCC(=O)NCCN4CCCCC4C)n3)c(=O)oc12 (configuration not stated),12%,-26%,-10%,-92%[inhibitor],-14%,i,7%,-5%,-11%[9.22 µM]
O=[N+]([O-])c1ccc(OCC(O)CNC2CCCC2)cc1 (configuration not stated),3%,-34%,-5%,i,-7%,i,9%,2%,-12%
Cc1nonc1NC(=O)CSc1ccc(-c2ccccc2)nn1,24%,0%,-15%,i,-2%,i,-21%,3%,-13%
CCCn1c(=O)c2c(nc(Br)n2CCC)n(C)c1=O,-4%,30%[activator],9%,-12%[57.5 µM],-9%,i,4%,2%,?
CCOc1cc(S(=O)(=O)NCCCn2ccnc2)ccc1Cl,-9%,-25%,-1%,-9%,9%,i,-3%,-3%,10%
COc1ccc(C)cc1NC(=O)C(OC(=O)C1=NNC(=O)CC1)c1ccccc1 (configuration not stated),9%,?,-9%,i,0%,i,1%,2%,7%
C=CCn1c(=O)c2c(nc(-n3nc(C)cc3C)n2C)n(C)c1=O,-6%,7%,-19%,-3%,-5%,i,3%,-1%,-11%
COc1ccc(N(C)C(=O)c2cn(CC(C)C)c(=O)c3cc(OC)c(OC)cc23)cc1,28%,62%[activator],-6%,-14%,-4%,i,1%,-5%,-22%
COc1ccccc1C(=O)NC(CCSC)C(=O)OCC(=O)NC(=O)NCc1ccco1 (configuration not stated),24%,-1%,-11%,i,-2%,i,-18%,0%,-10%
O=C(C1CCCO1)N1CCN(C(=S)Nc2ccc(Br)cc2)CC1 (configuration not stated),20%,-28%,-9%,i,-1%,i,-1%,4%,-19%
CCN1/C(=C2/OC(=S)N(C)C2=O)Sc2ccccc21,7%,1%,-16%,i,1%,i,4%,-9%,-22%
CCOC(=O)Cc1ccc(NC(=O)N(Cc2ccc(OC)cc2)C2CCN(C(C)=O)CC2)cc1,24%,-17%,11%,-14%,/,/,0%,/,10%
COc1ccc2nc3c(cc2c1)c(NC(=O)CC(C)C)nn3CC(C)C,/,?,/,i,/,i,54%[activator],-3%,/
CCCn1c(SCC(=O)Nc2ccccc2C(=O)NC2CC2)n[nH]c1=O,-11%,0%,-11%,-9%,1%,i,0%,1%,0%
CC(=O)Nc1cccc(C(=O)Nc2cccc3ncccc23)c1,19%,9%,-14%,i,2%,i,2%,2%,-5%
Cc1ccsc1/C=C(\C#N)C(=O)Nc1c(C)n(C)n(-c2ccccc2)c1=O,/,0%,7%,i,-8%,i,0%,-1%,19%
CCOC(=O)c1c(CC(C)C)csc1NC(=O)c1ccccc1C(=O)O,6%,11µM*,-25%,-3%,-4%,i,-10%,-23%,-28%
COc1cccc(-c2sc3ccc(OC)cc3c2C#CCC(C)O)c1 (configuration not stated),?,-14%,8%,-23%,-1%,i,12%,-15%,25µM*
Cc1ccc2cc(CN(C(=O)c3ccco3)c3ccccc3)c(=O)[nH]c2c1,34%,16%,3%,-4%[57.5 µM],18%,i,-9%,-2%,-29%
CCOc1c(Nc2ccc(C(C)C)cc2)c(=O)c1=O,?,7%,-17%,-41%[inhibitor],11%,i,-6%,0%,19%
CCC(C)C1Nc2ccc(C(=O)NCc3ccc4c(c3)OCO4)cc2NC1=O (configuration not stated),30%,-27%,7%,-19%,-1%,i,0%,0%,-16%
NC(=O)C(CC(=O)O)NC(=O)[C@@H]1CCOc2c(I)cc([N+](=O)[O-])cc2C(=O)N[C@@H](CCC(=O)O)C(=O)N[C@@H](CO)C(=O)N1 (some centres not stated),-17%,20%,12%,i,7%,i,-11%,0%,22%
COc1cc2cnc(-c3cccnc3)cc2cc1OC,-6%,2%,-9%,-9%,-9%,i,14%,0%,23%
